# Assay outcomes: PubChem BioAssay, several laboratories
# SARS 3CLpro inh: SARS-CoV 3CLpro protease inhibitors, primary screen, biochemical, quenched FRET; 290,000 tested, 0.14% active; inhibition, % at 6 µM; recombinant SARS-CoV 3CLpro, quenched FRET peptide cleavage; Replicase polyprotein 1ab (Severe acute respiratory syndrome coronavirus), P0C6X7; in the data active = inhibition above about 12%
# SSB-PriA inh: inhibitors of Klebsiella pneumoniae PriA binding to SSB C-terminal tail, primary screen, biochemical, AlphaScreen; AlphaScreen SSBct-PriA binding, biotinylated peptide; inhibition, % at 33 µM; 430,000 tested, 0.6% active; in the data active = inhibition mostly above about 37%, no sharp cut-off; inactive = mostly below about 20%;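 also: plate controls were negative control peptide for no effect and reference peptide for full effect; strong numbers were not always called active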
# Anthrax LF prot: Bacillus anthracis LF protease inhibitors, primary screen, biochemical, multiplex microsphere, MLPCN library | Lethal factor (Bacillus anthracis), P15917 | multiplex microsphere protease cleavage assay | inhibition, % at 10 µM | 360,000 tested, 0.12% active; also: plate controls were buffer without enzyme for full effect and enzyme alone for no effect
# Target sequence (P15917 whole entry, looked up): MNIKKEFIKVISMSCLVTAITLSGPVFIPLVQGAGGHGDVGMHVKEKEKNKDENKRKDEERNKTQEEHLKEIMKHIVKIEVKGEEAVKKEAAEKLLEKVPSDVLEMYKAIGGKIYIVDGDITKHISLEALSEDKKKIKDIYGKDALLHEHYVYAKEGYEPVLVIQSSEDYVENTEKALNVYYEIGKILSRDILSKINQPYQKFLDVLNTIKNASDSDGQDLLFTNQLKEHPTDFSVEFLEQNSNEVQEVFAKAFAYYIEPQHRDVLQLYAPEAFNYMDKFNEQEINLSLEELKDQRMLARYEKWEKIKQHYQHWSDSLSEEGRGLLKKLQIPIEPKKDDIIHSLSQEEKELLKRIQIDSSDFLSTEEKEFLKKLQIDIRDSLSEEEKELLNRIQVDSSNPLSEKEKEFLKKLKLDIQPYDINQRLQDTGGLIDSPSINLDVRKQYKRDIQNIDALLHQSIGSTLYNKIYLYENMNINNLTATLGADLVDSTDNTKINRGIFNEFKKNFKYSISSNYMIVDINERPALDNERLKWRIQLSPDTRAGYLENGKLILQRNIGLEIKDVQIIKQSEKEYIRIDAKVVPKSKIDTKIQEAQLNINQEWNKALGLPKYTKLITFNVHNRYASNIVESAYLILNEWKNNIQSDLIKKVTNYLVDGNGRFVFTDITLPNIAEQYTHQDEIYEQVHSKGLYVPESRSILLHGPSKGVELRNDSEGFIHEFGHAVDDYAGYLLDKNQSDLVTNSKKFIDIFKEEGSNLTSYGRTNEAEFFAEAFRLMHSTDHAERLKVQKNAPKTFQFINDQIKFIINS
# TcdB GH inh: TcdB glycohydrolase inhibitors, primary screen, biochemical, single point, plate reader; Toxin B (Clostridioides difficile), P18177; TcdB glycohydrolase enzymatic assay; inhibition, % at 9.99 µM; 350,000 tested, 0.24% active; AID 652162, 2013; in the data active = inhibition above about 10%
# Y pestis TopoI: Yersinia pestis topoisomerase I inhibitors, primary screen, biochemical, cleavage product accumulation, plate reader, single point; Y. pestis Topo-I cleavage product accumulation; DNA topoisomerase I (Yersinia pestis CO92); activity, % at 10 µM; 360,000 tested, 0.064% active; AID 504884, 2011; in the data active = activity above about 50%, passing the limit was not always enough; inconclusive = no clear call, values can overlap the other calls; also: inactives centre near 2
# DUSP3 inh: VHR1 phosphatase inhibitors, primary screen, biochemical, absorbance, uHTS. Dual specificity protein phosphatase 3 (Homo sapiens), P51452. recombinant VHR phosphatase, pNPP absorbance. inhibition, % at 13.3 µM. 290,000 tested, 0.52% active. AID 1654, 2009; in the data active = inhibition above about 50%; also: some compounds called inactive have numbers as strong as hits
# Target sequence (P51452 whole entry, looked up): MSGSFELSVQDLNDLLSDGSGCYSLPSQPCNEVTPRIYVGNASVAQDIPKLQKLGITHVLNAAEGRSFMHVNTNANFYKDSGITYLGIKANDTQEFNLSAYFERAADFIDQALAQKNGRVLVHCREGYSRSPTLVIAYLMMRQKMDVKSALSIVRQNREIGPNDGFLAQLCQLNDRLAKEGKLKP
# CCHFV vOTU inh: CCHFV vOTU protease inhibitors, primary screen, biochemical, Pep-AMC substrate, fluorescence. 370,000 tested, 0.55% active. AID 651958, 2012. inhibition, % at 11.5 µM. Crimean-Congo hemorrhagic fever virus L polyprotein viral ovarian tumor (vOTU) protease …; in the data active = inhibition above about 30%; also: 0% = vehicle wells with enzyme and 100% = no enzyme wells
# BoNT-A LC inh2: BoNT/A light chain protease inhibitors, primary screen, biochemical, flow cytometry, MLPCN library; Botulinum neurotoxin type A light chain protease (Clostridium botulinum A str. ATCC 3502); multiplex microsphere protease substrate cleavage; inhibition, % at 10 µM; 360,000 tested, 0.17% active; AID 588499, 2011; also: plate controls were buffer without enzyme for full effect and enzyme alone for no effect
# PfHsp40 yeast: rescue of yeast from PfHsp40 toxicity, primary screen, S. cerevisiae, ATP luminescence; growth rescue, % at 12.5 µM; AID 504582, 2011; S. cerevisiae expressing PfHsp40, growth rescue; 340,000 tested, 0.68% active; in the data active = growth rescue above about 28%, passing the limit was not always enough; inconclusive = no clear call, values can overlap the other calls;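 also: yeast W303a lacking pdr1 and pdr3 grown in galactose medium; growth measured after three days at 30 °C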
# BH1578 lux ind: inducers of Vibrio cholerae quorum light production without autoinducers, primary screen, BH1578 luxS cqsA deficient, single point. V. cholerae BH1578 lux reporter, luminescence, 6 h. 350,000 tested, 0.16% active. AID 588436, 2011. activation, % at 18.7 µM; in the data active = activation mostly above about 9.7%, no sharp cut-off; inconclusive = no clear call, values can overlap the other calls; inactive = mostly below about 3.7%; also: not every result past the cut was called active; inactives centre near 0; reference of the scale not given here
# * marks the source's active call; other numbers are inactive results; i = inactive; ? = inconclusive; / = no result given; & = joins results of further samples. Rule as the data show it, unless noted: active = inhibition above about 30%; inconclusive = no clear call, values can overlap the other calls; inactive = below that. An excerpt (hit frequency here may not be typical).
# Order of values: SARS 3CLpro inh	SSB-PriA inh	Anthrax LF prot	TcdB GH inh	Y pestis TopoI	DUSP3 inh	CCHFV vOTU inh	BoNT-A LC inh2	PfHsp40 yeast	BH1578 lux ind
[1] COCC(=O)N(C)C[C@@H]1Oc2cc(Br)ccc2S(=O)(=O)N([C@H](C)CO)C[C@H]1C
  /	/	2	-0.3&0.0	-3	/	6	-0.1	/	-0.3
[2] c1ccc(OCc2nn3c(C4CCCCC4)nnc3s2)cc1
  -2	-11	2	/	13	21	17	1.3	-1.1	-2.8
[3] CC(C)CSc1nc(N)nc2c1ncn2C1OC(CO)C(O)C1O (stereo unspecified)
  /	-2	1	0.4	-10	/	-12	-0.2	?	-2.0
[4] O=C(N/N=C/c1c(F)cccc1Cl)c1cc(C2CC2)[nH]n1
  -3	/	4	0.2	2	2	13	-1.2	0.2	5.6
[5] O=C(CCNS(=O)(=O)c1cccs1)N1CCc2ccccc2C1
  2	-16	2	/	0	8	5	-0.1	-0.2	3.1
[6] O=C(Nc1ccc(S(=O)(=O)Nc2ncccn2)cc1)c1cccnc1
  0	-1	0	-1.9	0	7	-9	0.0	-0.3	-0.2
[7] O=C(NC(Cc1ccccc1)C(=O)O)/C(=C/c1ccco1)NC(=O)c1cccc(Br)c1 (stereo unspecified)
  0	-2	0	/	-4	7	20	0.4	1.2	-0.2
[8] N#C/C(C(=O)NCCc1ccccc1)=C1/N=C(NC(=O)c2cccs2)c2ccccc21
  1	-1	4	0.1	-2	0	0	4.7	-0.5	-0.3
[9] Cc1cc(C(=O)OCC(=O)N2CCOCC2)c(C)n1-c1ccccc1
  /	8	10	-2.0	4	/	10	-0.7	-0.3	0.2
[10] O=C1CCSc2ccc(Cl)cc2N1Cc1ccc(Cl)cc1
  4	-24	-3	/	43	3	8	0.7	12	-0.4
[11] O=C(Cn1ncc2c1-c1ccccc1OC2)N1CCN(Cc2ccc3c(c2)OCO3)CC1
  -2	0	-2	5.7	27	21	-4	-0.6	0.5	-0.1
[12] CCCCNC(=O)C1CCC(CNS(=O)(=O)c2ccc(NC(C)=O)cc2)CC1 (stereo unspecified)
  -4	-2	3	/	-10	-8	17	3.0	-0.5	-0.3
[13] Nc1ccc(C(=O)Nc2ccc3cc(S(=O)(=O)O)ccc3c2)cc1
  /	-3	-6	1.7	1	/	1	0.1	-0.1	3.3
[14] NNC(=O)C(Cc1cnc[nH]1)NC(=O)OCc1ccccc1 (stereo unspecified)
  0	3	-2	-0.8	-5	16	10	-2.8	0.4	0.8
[15] CC(=O)Nc1cccc(NCC(=O)Nc2cc(S(=O)(=O)N3CCCCC3)ccc2Cl)c1
  /	1	-5	1.7	12	/	-7	-0.4	10	i
[16] COC(=O)c1cccc(NC(=O)CSc2nc(=O)cc(N)n2-c2ccccc2)c1
  3	9	-3	/	12	40	-3	-0.7	-1.0	-5.6
[17] O=C(OCC(=O)N1CCCC1)c1ccc(Cl)nc1
  /	7	-2	-3.5	-5	/	-4	-0.1	0.5	-1.0
[18] O=C(c1ccccc1F)c1cn(Cc2ccccc2)c2ccccc12
  1	-38	-2	/	-4	25	3	-0.1	0.0	-0.7
[19] COC(=O)c1cc(NC(=O)c2cccc(C(F)(F)F)c2)c(=O)oc1C/C=N/OCc1cccc(Cl)c1Cl
  -1	/	-5	/	4	18	16	0.6	0.8	i
[20] O=C(N/N=C/c1ccc([N+](=O)[O-])cc1)c1[nH]ncc1Br
  1	/	-17	1.1	4	15	9	-0.2	-2.4	i

# Among those listed so far, these contain a halogen.
# Order of values: SARS 3CLpro inh	SSB-PriA inh	Anthrax LF prot	TcdB GH inh	Y pestis TopoI	DUSP3 inh	CCHFV vOTU inh	BoNT-A LC inh2	PfHsp40 yeast	BH1578 lux ind
[1] COCC(=O)N(C)C[C@@H]1Oc2cc(Br)ccc2S(=O)(=O)N([C@H](C)CO)C[C@H]1C
  /	/	2	-0.3&0.0	-3	/	6	-0.1	/	-0.3
[4] O=C(N/N=C/c1c(F)cccc1Cl)c1cc(C2CC2)[nH]n1
  -3	/	4	0.2	2	2	13	-1.2	0.2	5.6
[7] O=C(NC(Cc1ccccc1)C(=O)O)/C(=C/c1ccco1)NC(=O)c1cccc(Br)c1 (stereo unspecified)
  0	-2	0	/	-4	7	20	0.4	1.2	-0.2
[10] O=C1CCSc2ccc(Cl)cc2N1Cc1ccc(Cl)cc1
  4	-24	-3	/	43	3	8	0.7	12	-0.4
[15] CC(=O)Nc1cccc(NCC(=O)Nc2cc(S(=O)(=O)N3CCCCC3)ccc2Cl)c1
  /	1	-5	1.7	12	/	-7	-0.4	10	i
[17] O=C(OCC(=O)N1CCCC1)c1ccc(Cl)nc1
  /	7	-2	-3.5	-5	/	-4	-0.1	0.5	-1.0
[18] O=C(c1ccccc1F)c1cn(Cc2ccccc2)c2ccccc12
  1	-38	-2	/	-4	25	3	-0.1	0.0	-0.7
[19] COC(=O)c1cc(NC(=O)c2cccc(C(F)(F)F)c2)c(=O)oc1C/C=N/OCc1cccc(Cl)c1Cl
  -1	/	-5	/	4	18	16	0.6	0.8	i
[20] O=C(N/N=C/c1ccc([N+](=O)[O-])cc1)c1[nH]ncc1Br
  1	/	-17	1.1	4	15	9	-0.2	-2.4	i

# Continuation:
# Order of values: SARS 3CLpro inh	SSB-PriA inh	Anthrax LF prot	TcdB GH inh	Y pestis TopoI	DUSP3 inh	CCHFV vOTU inh	BoNT-A LC inh2	PfHsp40 yeast	BH1578 lux ind
[21] CSc1nsc(SCC(=O)Nc2cccc(C(=O)O)c2)n1
  1	-20	0	-0.8	2	7	5	-0.4	1.2	-0.1
[22] COc1ccc(/C=C/c2ccncc2)cc1
  3	-13	-7	/	6	3	0	0.1	-1.6	-0.4
[23] Cc1ccc(S(=O)(=O)Nc2cc(C(=O)Nc3cc(C)cc(C)c3)ccc2Cl)cc1
  11	5	-1	/	6	-20	16	0.1	2.9	i
[24] CC(NC(=O)CSc1nnc(COc2ccccc2)o1)c1ccccc1 (stereo unspecified)
  2	-15	-3	1.3	17	33	7	-1.6	-1.0	-1.2
[25] COc1c2c(cc(O)c1C(C)=O)OC(C)(C)C=C2
  /	-13	-2	1.1	-2	/	5	-0.1	-0.4	6.8
[26] COC(=O)c1cnc(Oc2ccc(NC(=O)NC(=O)c3ccccc3Cl)cc2)cc1C(F)(F)F
  -1	-3	-6	1.3	0	18	2	0.0	-1.9	-0.3
[27] COc1ccccc1NS(=O)(=O)c1cc(N)ccc1N1CCOCC1
  /	3	1	0.4	4	/	-1	-0.3	1.5	-2.0
[28] O=Cc1ccccc1OCc1ccc2c(c1)OCO2
  6	-15	12	0.4	3	-4	-6	-0.2	1.5	4.8
[29] CSc1ccc(S(=O)(=O)Nc2ccc3c(c2)NC(=O)CC3)cc1
  2	-9	-4	-3.6	9	14	3	-1.7	-0.5	-0.9
[30] Cc1ccc(-c2cc(C(=O)NCC(c3ccccc3)N(C)C)c3ccccc3n2)o1 (stereo unspecified)
  /	6	-6	2.6	7	/	-74	-0.8	-1.6	1.1
[31] CCOc1ccccc1NC(=O)N1CCC(c2nc3ccc(C)cc3[nH]2)CC1
  -2	-13	0	/	-5	37	-15	-0.9	-0.3	i
[32] CCCN1CCN(C(c2cc3cc(OCC)ccc3[nH]c2=O)c2nnnn2C2CCCCC2)CC1 (stereo unspecified)
  -4	-3	-2	/	-5	3	-30	?	0.4	0.9
[33] CC(C)(C)NC(=O)NC(=O)COC(=O)CCC1CCCCC1
  7	-13	4	1.1	22	6	20	0.1	-0.7	i
[34] COc1ccc(C2C(C#N)=C(N)Oc3cc(O)ccc32)cc1C (stereo unspecified)
  -1	-17	4	-2.2	-8	-28	-14	?	0.2	i
[35] CCC(=Nc1ccccc1O)C1=C(O)CC(c2ccccc2)CC1=O (stereo unspecified)
  2	7	-6	2.2	-3	-8	7	-0.8	?	-0.2
[36] Fc1ccc(Oc2nc(-c3ccccc3)nnc2C(F)(F)F)cc1
  1	-4	-2	/	1	21	7	0.2	1.2	3.8
[37] CN(Cc1cccc(Cl)c1Cl)C(=O)c1ccc(NC(=O)CC#N)cc1
  2	-5	0	-0.3	13	22	0	-0.3	-1.2	-0.4
[38] COc1ccc(-c2nnc(SCC(=O)Nc3ncc(C)s3)n2-c2ccccc2)cc1OC
  -5	-3	-6	/	24	32	-12	-2.5	0.4	i
[39] COCCn1c(Cc2ccccc2)nnc1SCc1ccc([N+](=O)[O-])cc1
  -2	8	0	-1.3	-1	12	-11	1.0	0.1	-0.4
[40] COC(=O)C1=C(c2ccc(-c3ccccc3)c(F)c2)C[C@@H]2CC[C@H]1N2C(=O)NCCc1ccccc1
  /	11	-3	1.7	41	/	1	-0.2	3.2	i

41. C1=Cc2ccccc2Nc2ccccc21
42. CN(Cc1c(C(=O)N(C)Cc2ccccc2)nc2ccccn12)CC1Cc2ccccc2O1 (stereo unspecified)
43. CCn1c(=O)cc(OCC(=O)NCc2cccnc2)c2ccccc21
44. COc1cccc(-n2c(C)nc3c(cnn3-c3ccc(C)cc3)c2=O)c1
45. O=c1c2c(-c3ccccc3)ccnc2[nH]n1-c1ccccc1
46. Cc1ccc(S(=O)(=O)Nc2ccccc2F)cc1C(=O)NNC(=O)c1ccccc1O
47. O=C(NC(c1ccc2c(c1)OCO2)c1ccccn1)C1CCN(CCOc2ccc(Cl)cc2Cl)CC1 (stereo unspecified)
Screen / compound no.,41,42,43,44,45,46,47
SARS 3CLpro inh,-2,4,1,-4,-3,/,/
SSB-PriA inh,-1,-2,-5,-14,0,-12,/
Anthrax LF prot,-2,-7,0,-1,0,-4,-3
TcdB GH inh,2.2,/,/,/,1.3,-1.0,-2.3
Y pestis TopoI,2,4,-4,7,2,-3,10
DUSP3 inh,12,-18,-1,9,56*,/,/
CCHFV vOTU inh,-2,10,4,5,-14,2,21
BoNT-A LC inh2,-1.0,-0.2,?,-1.0,1.9,0.5,-0.1
PfHsp40 yeast,1.6,-0.3,-0.9,0.5,-0.2,-0.7,/
BH1578 lux ind,-0.3,4.0,-2.1,-1.7,0.5,-2.1,i
